# Neddylation inh: inhibitors of cullin neddylation, primary screen, biochemical, TR-FRET, uHTS, NAE and Ubc12. AID 651699, 2012. NEDD8-conjugating enzyme Ubc12 (Homo sapiens) + NEDD8-activating enzyme E1 regulatory …. calls only at 25 µM. hit rate 0.58% among 360,000; in the data active means inhibition above about 36%
# CendR NRP1 mod: modulators of CendR peptide binding to NRP-1, primary screen, biochemical, fluorescence polarization, uHTS; Neuropilin-1 (Homo sapiens), O14786; FAM-RPARPAR peptide binding to NRP-1; inhibition, % at 25 µM; hit rate 0.85% among 360,000; AID 602438, 2012;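 active means inhibition or corrected inhibition above about 18%, plus a signal ratio from 0.5 to 1.5, limit read from the data, passing the limit was not always enough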; further: strong numbers were not always called active
# MT1-MMP act inh: blockers of MT1-MMP proenzyme processing, primary screen, HT1080 RFP-PRO-GFP cells, GFP/RFP fluorescence. Matrix metalloproteinase-14 (Homo sapiens), P50281. GFP/RFP ratio fluorescence, overnight; percent of plate control window, DMSO zero. GFP/RFP ratio change, % at 20 µM. hit rate 0.061% among 360,000;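 active means GFP/RFP ratio change of at least 30% with cell ATP level not reduced by more than half and red fluorescence within 50% of control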; further: strong numbers were not always called active
#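 Assay system: HT1080 cells carrying an RFP-PRO-GFP reporter | Dosing: Single dose of 20 µM compound, 1% DMSO final | Incubation: Cells overnight before dosing, compound overnight, 37 °C, 5% CO2 | Evaluation: GFP/RFP fluorescence ratio | Control set: DMSO and RFP-L50D-GFP cell wells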
# MLLE-PAM2 inh: inhibitors of PABP1 MLLE–PAM2 peptide binding, primary screen, biochemical, fluorescence polarization, FITC-PAM2, GST-MLLE. inhibition, % at 20 µM. Polyadenylate-binding protein 1 (Homo sapiens), P11940. hit rate 0.36% among 360,000; in the data active means inhibition above about 35%, passing the limit was not always enough;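 further: plate controls were DMSO wells with GST-MLLE for no effect and wells lacking GST-MLLE protein for full effect; some results filed as inactive read as strong as hits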
# Target sequence (P11940 whole entry, looked up): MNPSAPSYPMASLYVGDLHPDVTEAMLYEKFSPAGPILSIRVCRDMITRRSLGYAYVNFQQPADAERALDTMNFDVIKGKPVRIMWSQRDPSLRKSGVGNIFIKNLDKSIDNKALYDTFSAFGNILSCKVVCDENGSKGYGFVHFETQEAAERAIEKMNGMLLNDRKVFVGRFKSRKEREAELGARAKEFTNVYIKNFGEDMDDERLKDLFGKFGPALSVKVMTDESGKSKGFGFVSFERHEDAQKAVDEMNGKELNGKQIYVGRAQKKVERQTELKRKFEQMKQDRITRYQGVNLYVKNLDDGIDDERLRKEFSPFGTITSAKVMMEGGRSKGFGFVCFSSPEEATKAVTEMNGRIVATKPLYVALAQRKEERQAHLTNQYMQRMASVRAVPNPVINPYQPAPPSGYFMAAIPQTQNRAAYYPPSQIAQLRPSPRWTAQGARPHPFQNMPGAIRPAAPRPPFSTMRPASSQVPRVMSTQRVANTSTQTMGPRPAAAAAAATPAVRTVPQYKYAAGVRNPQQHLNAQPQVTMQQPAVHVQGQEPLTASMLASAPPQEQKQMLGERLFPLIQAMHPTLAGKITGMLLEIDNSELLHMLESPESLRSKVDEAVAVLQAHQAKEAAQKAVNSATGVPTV
# SKN-1 block: suppressors of acrylamide-induced Pgst-4::GFP reporter in worms, primary screen, SKN-1 inhibitor project, whole organism, uHTS, GFP/RFP fluorescence ratio, strain VP596 | C. elegans VP596 Pgst-4::GFP/RFP ratio, 24 h | inhibition, % at 21.8 µM | hit rate 0.49% among 360,000;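 active means interference check ratio from 0.5 to 1.5 plus GFP to RFP signal ratio inhibition reaching or exceeding a fixed threshold, cut at about 30% in these data, passing the limit was not always enough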; further: some compounds called inactive have numbers as strong as hits
# Rin1 Abl inh: inhibitors of Rin1-Abl protein binding, primary screen, biochemical, TR-FRET; hit rate 0.4% among 360,000; inhibition, % at 7.35 µM; AID 588664, 2011; Tyrosine-protein kinase ABL1 (Homo sapiens) + Ras and Rab interactor 1 (Homo sapiens), …; in the data active means inhibition above about 5%, passing the limit was not always enough
# MsrA act: bovine MsrA enzyme activators, primary screen, biochemical, absorbance, HTS | Methionine sulfoxide reductase A (Bos taurus) | purified bovine MsrA, absorbance read-out | activation, % at 10.6 µM | hit rate 0.3% among 360,000 | AID 602163, 2012; in the data active means activation above about 7.5%;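 further: 0% = vehicle and 100% = reference activator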
# FAS TE block: FAS thioesterase domain inhibitors, primary screen, biochemical, fluorescence intensity, uHTS | Fatty acid synthase (Homo sapiens), P49327 | hit rate 0.67% among 360,000 | recombinant FAS-TE, OMFH fluorogenic substrate, fluorescence endpoint | AID 602261, 2012 | inhibition, % at 15 µM;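 active means compounds whose normalised, plate-corrected inhibition of enzyme fluorescence in the single-dose primary screen is 50% or more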;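 further: 0% = DMSO with enzyme and 100% = substrate without enzyme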
# eLon inh: inhibitors of E. coli Lon protease, primary screen, biochemical, fluorescence polarization. P0A9M0. purified E. coli Lon protease. inhibition, % at 7.94 µM. hit rate 0.42% among 360,000. AID 602123, 2011; in the data active means inhibition above about 13%, passing the limit was not always enough;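 further: 0% = enzyme with probe and DMSO and 100% = no enzyme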
# The depositor's hits bear a star; i = inactive; · = no result given; + = active, no number.
SMILES,Neddylation inh,CendR NRP1 mod,MT1-MMP act inh,MLLE-PAM2 inh,SKN-1 block,Rin1 Abl inh,MsrA act,FAS TE block,eLon inh
CC1(C)C[C@H](O)[C@]2(CO)CC[C@]3(C)C(=CCC4[C@@]5(C)CC[C@H](O)C(C)(C)C5CC[C@]43C)[C@@H]2C1 (some centres not stated),i,2,2,-12,6,2,-3,2,8
O=C(CCCCCN1C(=O)[C@@H]2Cc3ccccc3CN2C1=O)Nc1cccc(F)c1,i,9,-1,2,-7,-1,-4,1,6
C=CCNC(=S)N1CCC(Cc2ccccc2)CC1,i,1,0,-129,11,0,-3,-2,-8
CCOC(=O)/C(C#N)=C(\O)c1ccc(NC(=O)c2ccc([N+](=O)[O-])cc2)cc1,i,7,·,7,-7,-1,-9,2,-2
COCCn1c(=S)[nH]c2cc(C(=O)N3CCN(c4ccccc4OC)CC3)ccc2c1=O,i,-6,9,-63,3,-1,-1,0,0
C/C(=C/C#N)Nc1ccc(C)cc1,i,11,2,5,2,-4,-4,0,5
Cc1cc(C(=O)N(C)CC(=O)Nc2ccc(F)c(F)c2F)no1,i,9,-1,7,9,1,-5,-4,-3
CN(CC(=O)Nc1c(Cl)cccc1Cl)C(=O)C1CC(=O)N(Cc2ccccc2)C1 (configuration not stated),i,0,-2,11,4,-5,-2,-5,-10
O=C(CSc1n[nH]c(-c2ccccn2)n1)Nc1ccccc1,i,2,2,-11,-3,0,-4,-4,-7
COc1ccccc1NC(=S)N1CCN(c2ccc(F)cc2)CC1,i,1,-1,-88,13,3,-4,-1,-1
NC(=O)Cn1nc([N+](=O)[O-])nc1Oc1ccccc1C(=O)N1CCOCC1,i,16,0,-8,-5,0,-2,-7,2
COc1ccc(Oc2coc3c(CN(C)C)c(O)ccc3c2=O)cc1,·,-4,-6,13,-6,2,-11,-8,-3
COc1ccc(CCNC(=O)CS(=O)(=O)Cc2nc(-c3ccccc3Cl)oc2C)cc1OC,i,12,-2,-15,6,2,-1,-5,-1
CCOC(=O)N1CCN(C(=O)c2c(-c3ccccc3)noc2C)CC1,i,-10,5,0,-11,4,-9,-9,-2
O=[N+]([O-])c1cc(-c2nc3nc4ccccc4nc3n2CCc2ccccc2)cc([N+](=O)[O-])c1,i,28*,5,8,-2,-3,-9,-1,4
Cc1c[n+](CC(=O)c2ccccc2)cs1,i,-3,-1,15,3,-4,0,-6,3
CCC(=O)Nc1ccc(C(=O)NNC(=O)c2cc([N+](=O)[O-])cc([N+](=O)[O-])c2)cc1,i,-11,-1,-6,6,2,-4,3,-3
COc1cccc(N/C(SCc2ccccc2C)=C(/C#N)C(=O)NCc2cccs2)c1,i,-4,-14,-42,-4,3,-6,30,6
COCCNC(=O)C(=O)NNS(=O)(=O)c1ccc(Cl)cc1,i,8,2,-5,2,5,-2,-7,-11
CCC(=O)c1ccc(OCC(=O)N(C)CC(=O)Nc2cccc(F)c2)cc1,i,-6,1,-12,-4,1,0,-2,12
COc1ccc(CC(=O)N(C)Cc2ccc(C(C)(C)C)cc2)cc1S(=O)(=O)N1CCOCC1,i,0,0,1,2,3,-1,80*,0
COc1ccc(NC(=O)COc2ccc(/C=N/NC(=O)c3cccnc3)cc2OC)cc1,i,-11,-2,10,-1,3,-7,-6,0
O=C(CC1NCCNC1=O)Nc1cc(Cl)cc(Cl)c1 (configuration not stated),i,10,4,-4,3,0,-3,-11,-13
Cc1nn(Cc2nnc(SCC(=O)Nc3ccc(Cl)cc3)n2C)c(C)c1[N+](=O)[O-],i,-9,1,-5,13,0,-3,19,-2
C=CCn1c(-c2ccccc2)nc(=S)c2c1CCCC2,i,4,1,23,-9,4,-5,18,1
CCOC(=O)c1c(NC(=O)CCS(=O)(=O)c2ccccc2)sc2c1CC(C)(C)NC2(C)C,i,11,-2,-8,4,0,-6,-6,-6
COc1cc(OC)c(C(=O)Oc2ccc3c(c2)OCO3)cc1OC,i,9,3,9,2,2,-4,-4,-4
COc1ccc(-c2csc(C3=C(O)CN(CCCN4CCCC4=O)C3=N)n2)cc1OC,i,0,6,1,6,-5,-9,-4,-10
CC(C)COc1ccc(C(=O)Nc2ccc(SC(F)F)cc2)cc1,i,-1,1,-17,-1,-3,-4,-4,-15
Cc1nn(Cc2ccccc2)c(C)c1NS(=O)(=O)c1ccccc1,i,6,1,-4,19,3,-5,-3,3
Cc1ccc(C2(C)NC(=O)N(CC(=O)N3CCN(S(=O)(=O)c4cccs4)CC3)C2=O)cc1 (configuration not stated),i,7,-5,-10,-1,4,-4,0,-11
O=C(NCc1ccco1)c1cccc(-c2ccc3nncn3c2)c1,i,3,8,1,-4,-1,0,-8,-3
CCOCCCNC(=O)c1cccc(OC2CCN(S(C)(=O)=O)CC2)c1,i,-2,-1,6,0,4,-4,-3,-2
CC1CCC2(CC1)NC(=O)N(NC(=O)c1ccc(OC(C)C)cc1)C2=O (configuration not stated),i,7,8,8,-4,-3,-3,-2,-4
CC1C(c2ccccc2)N(C)C(c2ccccc2)CC1(O)c1ccc(F)cc1 (configuration not stated),i,-6,-3,6,9,1,-2,25,2
Cc1ccc(CCNC(=O)Cn2ncc3c([nH]c4ccccc43)c2=O)cc1,i,-5,0,-6,15,-3,-6,-1,-1
CNC(=S)NCCCc1ccccc1,i,2,0,-67,-10,-4,-6,-6,-1
CCC(=O)N1CCN(c2ccc(NC(=O)c3cccs3)cc2)CC1,i,-13,-1,5,-6,-5,-9,-9,9
CCCCCCN1C[C@H](O)[C@@H](n2cc(COC(=O)c3ccccc3)nn2)C[C@@H]1c1ccc(Cl)cc1,i,-3,1,6,-17,-2,-6,16,1
COC(=O)CNc1nc(-c2cccnc2)nc2ccccc12,i,-8,-5,3,-1,1,-6,-9,-10
COc1cc(=O)[nH]c(SCC(=O)Nc2nc3c(s2)CCCC3)n1,i,-2,-1,8,6,-2,2,-2,3
CCOc1ccccc1NC(=O)CN1c2cccc3cccc(c23)S1(=O)=O,+,-16,-2,-40,9,-4,-5,20,-6
CCN1CCN(CC(=O)Nc2cc(C)on2)CC1,i,-1,3,3,-2,7,-8,-6,-15
Cc1c(Cl)cccc1NC(=O)CCC(=O)NNC(=O)c1ccccc1,i,4,0,18,3,2,-5,-9,-10
CCN(CC)c1ccc(C=Nc2cccc(S(=O)(=O)N3CCOCC3)c2)c(O)c1,i,-3,3,14,-1,-1,-5,23,-3
CNC(=S)N=Nc1c(O)[nH]c2ccc(C(C)C)cc12,i,2,0,23,-1,-6,-5,0,11
O=S(=O)(c1ccc(=S)[nH]c1)N1CCOCC1,i,0,3,46*,4,1,2,-7,2
O=C(Cn1ncc(Cl)c(Cl)c1=O)Nc1ccc2c(c1)OCO2,i,-4,-5,-14,8,1,-1,2,7
Cc1ccccc1OCc1nc2ccccc2c(=O)n1/N=C/c1cccc([N+](=O)[O-])c1,i,7,3,-9,-11,-2,2,9,0
CN1C(=S)SC(C)(C)C1NO (configuration not stated),i,-4,-2,13,5,0,-1,-7,-3

# Arranged by the number under Rin1 Abl inh (low to high): some entries from above.
SMILES,Rin1 Abl inh
Cc1ccccc1OCc1nc2ccccc2c(=O)n1/N=C/c1cccc([N+](=O)[O-])c1,-2
CN1C(=S)SC(C)(C)C1NO (configuration not stated),0
O=S(=O)(c1ccc(=S)[nH]c1)N1CCOCC1,1
Cc1c(Cl)cccc1NC(=O)CCC(=O)NNC(=O)c1ccccc1,2

# The list goes on:
SMILES,Neddylation inh,CendR NRP1 mod,MT1-MMP act inh,MLLE-PAM2 inh,SKN-1 block,Rin1 Abl inh,MsrA act,FAS TE block,eLon inh
O=C(CCS(=O)(=O)c1ccccc1)N1CCN(c2ccccc2)CC1,i,2,2,5,-8,0,-8,-1,10
CCC(=O)c1cn([C@@H](CCC(OC)OC)CC(=O)OC(C)(C)C)cc1CC,i,15,2,-5,-6,2,-2,-9,-12
CS(=O)(=O)N(CC(=O)N1CCOCC1)c1ccc2c(c1)OCO2,i,-1,-1,8,3,4,0,-7,2
CCCN(CCC)S(=O)(=O)c1ccc(C(=O)Nc2cccnc2)cc1,i,9,-1,-4,12,1,-1,-4,1
COCCCNCCCOc1ccc(C(C)(C)c2ccccc2)cc1,i,3,-3,1,14,-1,-3,-11,-1
Cc1cc(C)n(CC(O)Cn2cnc3c2c(=O)n(C)c(=O)n3C)n1 (configuration not stated),i,-8,0,-9,4,-2,-2,-7,1
Cc1cc(NC(=O)Cn2cnc3sccc3c2=O)no1,i,0,-7,-11,13,1,-10,-4,-12
c1ccc(COCC2CCNCC2)cc1,i,6,-2,0,12,-2,0,-7,6
O=C1CC(Nc2cc(=O)[nH]c(=O)[nH]2)C(=O)N1c1ccccc1Cl (configuration not stated),i,4,-2,-11,-16,1,-5,-4,-1
O=C(CSCc1ccc(Cl)cc1Cl)Nc1ccccc1C(=O)Nc1ccc(C(=O)O)cc1,i,-11,1,8,13,1,-1,11,1
COc1ccc(CCNC(=O)/C=C/c2cc(OC)c(OC)c(OC)c2)cc1OC,i,21,-4,-13,5,-3,-2,-1,3
COc1ccc(NC(=O)C2CCCC2)cn1,i,5,4,-8,2,0,-3,-4,9
CCOc1ccccc1N1CCN(C(=O)c2ccccc2)CC1,i,1,5,7,16,0,-2,-5,0
CCCCOc1ccc(C(=O)Nn2cnnc2)cc1,i,25*,0,15,12,2,-3,-5,-9
C/C(Cl)=C/Cn1c(SC(C)C)nc2c1c(=O)[nH]c(=O)n2C,i,-7,5,19,10,0,0,0,0
CN(C(=O)COc1ccccc1)c1nnc(-c2ccncc2)s1,i,-4,-3,-5,-9,-1,-3,-8,1
CC(C)c1nc2cc(C(=O)N3CCNC(=O)C3c3ccc(F)cc3)ccc2o1 (configuration not stated),i,-22,2,-2,3,0,-1,2,8
Cc1cc(C)n2nc(C(=O)OCC(=O)NCc3ccc(Cl)cc3)nc2n1,i,8,0,-10,11,2,0,-3,-12
O=C(c1ccco1)N1CCN(c2c([N+](=O)[O-])nn(-c3cccc(Cl)c3)[n+]2[O-])CC1,i,2,6,1,1,-3,1,-2,5
C=CCSC1=N/C(=C\C=C\c2ccco2)C(=O)S1,i,-58,-6,3,8,5,6,1,-8
Cc1ccc(S(=O)(=O)NC(=O)c2ccc(Br)o2)cc1,i,-6,3,4,14,1,-1,-11,14
CC1Cc2ccccc2N1C(=O)CSc1nnc(C2CC2)n1C (configuration not stated),i,3,-1,-9,8,-1,-2,-6,5
O=C1NC[C@@H](CCCCN2CCN(CCC3CCCCC3)C(=O)C2=O)N(CCC2CCCCC2)C1=O,i,-11,8,·,-5,·,5,13,-1
Cc1cc(C(=O)CSc2nnc(-c3ccccc3)n2-c2ccccc2)c(C)n1-c1ncn[nH]1,i,-21,1,-24,1,-1,-13,-149,2

# Rows are unselected; about 4% have a hit in one of these screens.
